# STAT3 inh = STAT3 signaling inhibition; U3A cells, IL-6 STAT3-luciferase reporter, luminescence; host cell line lacks STAT1; inhibition, % at 5.5 µM; 190,000 tested, 0.89% active; AID 862;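 active = inhibition above the mean inhibition across all screened compounds plus 3 SD, cut at about 44% in these data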;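 also: 0% = DMSO only wells and 100% = 100 µM nifuroxazide control wells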
# STAT1 activator = STAT1 signaling activation; NIH 3T3 STAT1-luciferase reporter, IFN-gamma, luminescence; 100% = IFN-gamma alone, no compound; activation (% of control), % at 5.5 µM; 200,000 tested, 2.6% active;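 active = activation above the screen-wide mean activation plus 3 SD, cut at about 130% in these data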;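 also: raw ratio to IFN-gamma control signal so 100% means no change and 0% no light; values of inactives mirror those of a sister screen read the other way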
# NF-kB neuron act = raises NF-kB expression in human neuronal cells; NF-kB reporter expression; active compounds read high; fold change at 12.5 µM; 190,000 tested, 1.6% active; AID 1239; in the data active = fold change above about 3.3
# STAT1 inh = STAT1 signaling inhibition | NIH 3T3 STAT1-luciferase reporter, IFN-gamma, luminescence | inhibition, % at 5.5 µM | 200,000 tested, 0.35% active;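 active = inhibition above a set limit, the mean inhibition across all tested compounds plus 3 SD, cut at about 34% in these data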;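 also: 0% = IFN-gamma with DMSO and 100% = IFN-gamma with 300 µM nifuroxazide; values of inactives mirror those of a sister screen read the other way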
# Hsp70 activator = transcriptional activators of Hsp70; HeLa Hsp70 promoter luciferase reporter, luminescence; scaled: vehicle 0, proteasome-inhibitor control 100%; activation, % at 10 µM; 200,000 tested, 0.04% active;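 active = activation above the mean across all tested compounds plus 3 SD, cutoff set per campaign, cut at about 5.5% in these data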;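 also: 100% = MG132 at 30 µM as the positive control and 0% = DMSO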
# STAT3 act = activators of IL-6 induced STAT3 signaling. activation (% of control), % at 5.6 µM. U3A cells, IL-6 STAT3-luciferase reporter, luminescence; 100% = signal with IL-6 EC80 alone. 190,000 tested, 0.91% active;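 active = activation above the screen-wide mean of compound activation plus 3 SD, cut at about 130% in these data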;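 also: 0% = background luminescence of wells with medium and substrate only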
#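 Test system: STAT3-luciferase reporter U3A cells; Detection: reporter luminescence signal; Times: 1 h compound pre-exposure, 6 h IL-6 stimulation, 37 °C; Benchmarks: IL-6-only high control; Also added: IL-6 stimulus at 33 ng/mL final.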
# APP 5'UTR act = APP 5'UTR luciferase reporter activation | SH-SY5Y APP 5'UTR luciferase reporter, luminescence; zero percent = DMSO vehicle wells | activation, % at 2 µM | 190,000 tested, 1% active | AID 1276;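 active = activation above a set limit, based on mean plus 3 SD of controls, cut at about 140% in these data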; also: values of inactives mirror those of a sister screen read the other way
# Efa HMGR inh = E. faecalis class II HMG-CoA reductase inhibition; purified E. faecalis HMGR, NADPH absorbance 340 nm kinetic; inhibition, % at 10 µM; AID 1066; 190,000 tested, 0.41% active;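 active = inhibition above a set limit, the median over all tested compounds plus 3 SD, cut at about 9.5% in these data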;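 also: enzyme runs in reverse so mevalonate oxidation gives rising NADPH absorbance; 0% = complete reaction with DMSO and 100% = background rate lacking mevalonate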
# TLR4 MyD88 comp = inhibitors of human TLR4-MyD88 binding; inhibition, % at 8.4 µM; HeLa CL3-4 TLR4/MyD88 BLA complementation, FRET ratio; 200,000 tested, 0.18% active; AID 861; in the data active = inhibition above about 25%;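 also: 0% = vehicle and 100% = reference inhibitor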
# Target sequence (O00206 whole entry, looked up): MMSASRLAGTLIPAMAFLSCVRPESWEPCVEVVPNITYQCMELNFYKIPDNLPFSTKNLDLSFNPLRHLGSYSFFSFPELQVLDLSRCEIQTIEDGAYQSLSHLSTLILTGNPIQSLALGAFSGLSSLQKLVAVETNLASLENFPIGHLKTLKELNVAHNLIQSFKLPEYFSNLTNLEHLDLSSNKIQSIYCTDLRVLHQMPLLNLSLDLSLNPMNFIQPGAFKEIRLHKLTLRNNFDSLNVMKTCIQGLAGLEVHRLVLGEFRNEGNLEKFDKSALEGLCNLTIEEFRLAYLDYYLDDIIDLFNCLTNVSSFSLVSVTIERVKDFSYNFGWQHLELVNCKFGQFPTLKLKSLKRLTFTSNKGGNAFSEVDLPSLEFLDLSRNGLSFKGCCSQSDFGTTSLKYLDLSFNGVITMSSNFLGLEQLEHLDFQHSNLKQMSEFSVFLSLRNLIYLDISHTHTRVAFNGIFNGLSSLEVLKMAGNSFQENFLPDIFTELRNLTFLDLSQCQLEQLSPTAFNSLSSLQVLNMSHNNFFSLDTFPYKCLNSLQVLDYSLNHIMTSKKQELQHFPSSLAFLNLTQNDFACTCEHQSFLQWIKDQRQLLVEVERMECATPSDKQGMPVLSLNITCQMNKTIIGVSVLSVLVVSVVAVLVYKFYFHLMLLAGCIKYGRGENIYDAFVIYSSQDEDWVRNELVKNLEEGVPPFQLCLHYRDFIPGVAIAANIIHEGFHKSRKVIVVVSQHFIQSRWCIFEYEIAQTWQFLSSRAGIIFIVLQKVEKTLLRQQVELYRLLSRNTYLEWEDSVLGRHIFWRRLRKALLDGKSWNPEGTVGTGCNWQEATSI
# Target sequence (Q99836 whole entry, looked up): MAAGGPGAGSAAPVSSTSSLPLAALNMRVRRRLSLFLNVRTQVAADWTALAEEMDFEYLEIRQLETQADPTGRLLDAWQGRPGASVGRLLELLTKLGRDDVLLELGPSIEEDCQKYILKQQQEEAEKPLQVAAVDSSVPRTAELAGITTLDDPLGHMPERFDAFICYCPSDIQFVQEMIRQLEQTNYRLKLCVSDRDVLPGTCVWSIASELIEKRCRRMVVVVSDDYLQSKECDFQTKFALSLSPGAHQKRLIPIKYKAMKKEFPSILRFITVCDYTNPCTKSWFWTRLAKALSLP
# DTT redox prof = compounds producing H2O2 with reducing agent – biochemical, NIH compound library profiling, artefact control for MLSCN library redox annotation, primary screen; 200,000 tested, 0.03% active; DTT-dependent redox cycling H2O2, phenol red/HRP absorbance; 100% = 100 µM peroxide control, 0% = buffer; AID 878; activation, % at 10 µM;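 active = activation of at least 50% relative to the plate's high and low controls in the primary single-dose screen; inactive = activation below 50%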;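 also: compound incubated with DTT at 0.8 mM final as the reducing agent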
# Active calls of the source: *; nt = no result given. Rows are unselected. About 5.6% of those tested had a hit in this group.
SMILES,STAT3 inh,STAT1 activator,NF-kB neuron act,STAT1 inh,Hsp70 activator,STAT3 act,APP 5'UTR act,Efa HMGR inh,TLR4 MyD88 comp,DTT redox prof
CCOC(=O)c1sc(NC(=O)c2cc3n(n2)C(C(F)(F)F)CC(c2cccs2)N3)c(C(=O)OCC)c1C (stereo not drawn),15,92,1,9,-0.1,96,1,-5,-2,1.5
N#C/C(=C\c1ccc(N2CCOCC2)o1)C(=O)N1CCOCC1,-9,105,1.1,-6,-0.2,108,13,-5,7,0.1
Cc1cc(C)cc(-n2nnc(C(=O)NCc3ccccc3)c2N)c1,3,95,1.3,5,0.1,100,-6,0,6,1.6
C=CCn1c(C)cc(C(=O)COC(=O)[C@@H](NC(=O)c2ccccc2Cl)C(C)C)c1C,40,80,0.99,22,-0.1,65,101,-2,-6,-0.1
CC(=O)c1ccc(Oc2ccc(C(C)=O)cc2)cc1,4,120,1.6,-22,-0.1,106,49,-6,12,-2.3
COc1ccc(C)cc1NC(=O)C(OC(=O)c1ccc([N+](=O)[O-])o1)c1ccccc1 (stereo not drawn),10,95,0.91,6,-0.2,94,2,-2,-2,3.0
C/C(N)=C(/C#N)C(=O)CSc1nnc(Nc2cccc(C)c2)s1,-4,127,2.3,-30,-0.2,107,65,-2,-11,0.3
C=CCn1c(Cc2cccs2)nnc1SCC(=O)c1cccc(Br)c1,2,101,1,-2,-0.1,100,10,-4,1,0.2
Cn1cc([N+](=O)[O-])c(C(=O)NCc2cc3cc(Cl)ccc3[nH]2)n1,6,90,1,11,-0.2,94,0,-5,8,-0.7
Fc1ccc(C(c2nnnn2Cc2cccs2)N2CCN(c3ccccc3)CC2)cc1 (stereo not drawn),10,101,1.2,1,-0.3,94,-21,1,3,-0.4
COc1ccc(C2CC(c3cccs3)=NN2c2nc(-c3ccccc3)cs2)cc1OC (stereo not drawn),-1,112,1.1,-8,-0.4,110,24,-4,13,15
CSC1=NCCN1C(=O)c1ccc2c(c1)OCO2,4,98,0.95,2,-0.1,100,7,4,0,1.6

# 3 entries from above, sorted by the number in NF-kB neuron act, smallest number first.
SMILES | NF-kB neuron act
COc1ccc(C)cc1NC(=O)C(OC(=O)c1ccc([N+](=O)[O-])o1)c1ccccc1 (stereo not drawn) | 0.91
CCOC(=O)c1sc(NC(=O)c2cc3n(n2)C(C(F)(F)F)CC(c2cccs2)N3)c(C(=O)OCC)c1C (stereo not drawn) | 1
Fc1ccc(C(c2nnnn2Cc2cccs2)N2CCN(c3ccccc3)CC2)cc1 (stereo not drawn) | 1.2

# Two of the compounds above, with values under each structure:
# Values in the order: STAT3 inh | STAT1 activator | NF-kB neuron act | STAT1 inh | Hsp70 activator | STAT3 act | APP 5'UTR act | Efa HMGR inh | TLR4 MyD88 comp | DTT redox prof
N#C/C(=C\c1ccc(N2CCOCC2)o1)C(=O)N1CCOCC1
 : -9 | 105 | 1.1 | -6 | -0.2 | 108 | 13 | -5 | 7 | 0.1
Cn1cc([N+](=O)[O-])c(C(=O)NCc2cc3cc(Cl)ccc3[nH]2)n1
 : 6 | 90 | 1 | 11 | -0.2 | 94 | 0 | -5 | 8 | -0.7

# (list continues)
SMILES,STAT3 inh,STAT1 activator,NF-kB neuron act,STAT1 inh,Hsp70 activator,STAT3 act,APP 5'UTR act,Efa HMGR inh,TLR4 MyD88 comp,DTT redox prof
Cc1ccc(-n2c(C)nn(-c3ncc(C(F)(F)F)cc3Cl)c2=O)cc1,9,92,1.5,9,0.1,94,5,-5,-8,4.4
COC(=O)[C@H](CCSC)NC(=O)NCCc1ccc(F)cc1,2,94,1.1,6,0.0,99,7,-1,-6,0.4
CCc1c(O)nc(SCC(=O)NCc2ccco2)[nH]c1=O,3,98,1.5,2,-0.2,99,12,2,0,4.6
Cn1nc(-c2ccc(Cl)cc2)c2cc(C(=O)NCCN3CCOCC3)sc21,-43,89,0.73,12,-0.2,145*,nt,-2,-12,-2.9
COc1ccc(C(=O)NCc2ccc3[nH]c(C)cc3c2)cc1OC,5,99,1.1,0,-0.4,97,9,4,-4,-0.6
CC(=O)N1CN(C2CCCC2)Cc2c1sc1c2CCCC1,-2,106,1,-6,0.4,104,20,2,8,0.1
O=C(Nc1ccn(Cc2c(F)c(F)cc(F)c2F)n1)c1ccc(COc2cc(Cl)ccc2Cl)o1,7,102,0.97,-2,-0.3,94,-13,-8,1,0.1
C#CCOCCOCCOCCNc1nc(N2CCN(C(=O)[C@H](CCCCN)n3cc([C@@H](N)C(C)CC)nn3)CC2)nc(N2CCN(C(=O)[C@H](Cc3cc4ccccc4[nH]3)n3cc([C@@H](N)CC(C)C)nn3)CC2)n1 (stereo partly drawn),nt,95,0.88,6,-0.2,nt,4,-3,-15,-0.5
COC(=O)c1cnn(-c2ccc(C)c(C)c2)c1-n1cccc1,14,92,0.93,9,-0.2,91,11,-3,-3,-0.8
COc1ccc(C2(C(=O)Nc3ccccc3)CCOCC2)cc1,3,107,1.1,-8,-0.4,100,2,2,1,-0.1
O=c1oc(-c2ccc(Br)o2)nc2ccccc12,-6,97,1.1,3,0.3,102,20,-5,0,0.5
Cc1ccc(S(=O)(=O)NCCSc2nnnn2-c2ccc(C(N)=O)cc2)cc1,4,94,1.1,8,-0.2,97,-13,1,3,-0.2
COc1cc(NC(=O)C2CC2)c(C(=O)O)cc1OC,-5,102,1.1,-2,0.0,105,1,-1,0,0.5
Cc1ccnc(NC(=O)Nc2cccc(F)c2)c1,46*,138*,8.6*,-41,0.1,62,198*,-3,10,-0.1
COc1cc(SC)ccc1C(=O)N1CCN(c2ccccc2OC)CC1,18,98,1.1,0,0.2,89,-14,-1,-13,-0.1
N#CCC(=N)N1CCN(c2ccc(F)cc2)CC1,26,106,1.1,-6,-0.2,82,-8,-2,1,-0.7
CCC(C)NC(=O)CSc1nnc(-c2ccoc2C)n1CC1CCCO1 (stereo not drawn),4,96,1.2,4,-0.1,98,16,-5,-2,-3.8
COCCNC(=O)C(c1cccc(OC)c1)N(C(=O)Cn1nnc2ccccc21)c1cccnc1 (stereo not drawn),5,105,1.1,-5,0.2,101,10,1,-4,1.9
COCCn1c(N)c(N(Cc2ccccc2)C(=O)c2oc3ccccc3c2C)c(=O)[nH]c1=O,-23,102,0.35,-4,-0.3,122,7,2,4,-0.2
COc1ccc2c(c1)C(C)=CC(C)(C)N2C(=O)CNCc1ccc2c(c1)OCO2,0,94,0.87,6,-0.6,104,-3,0,-5,0.6
O=C(c1cc(Cl)nc2ccccc12)N1CCCCC1,-22,104,0.79,-4,-0.4,118,13,2,2,2.1
Nc1nnc(SC2CC(=O)N(c3ccccc3)C2=O)s1 (stereo not drawn),5,105,1.1,-6,-0.5,100,16,5,2,0.0
O=C(CSc1ccccc1)N1CCN(c2ccccc2)CC1,1,109,1.2,-10,0.0,103,31,0,-1,3.0
O=S(=O)(c1ccc2ccccc2c1)N1CCN(C2CCN(Cc3ccccc3)CC2)CC1,17,103,0.82,-2,-0.5,86,nt,-8,12,1.0
CCOc1ccc2[nH]c(=O)c(CN(Cc3ccc(F)cc3)C(=O)c3ccco3)cc2c1,8,87,0.9,14,0.3,95,10,0,8,-0.1
Cc1c(NS(=O)(=O)c2ccccc2)c(=O)n(-c2ccccc2)n1C,0,105,0.98,-12,-0.2,101,-5,1,8,0.1
Cc1ccc2c(C)nc(Nc3nc(CSc4nnc(C)s4)cc(=O)[nH]3)nc2c1,10,116,0.85,-18,-0.3,95,-4,-4,-4,1.8
COCCCNC(=O)CSc1nc2c(sc3ccccc32)c(=O)n1CCCC(=O)NCC1CCCO1 (stereo not drawn),5,99,0.98,0,-0.4,97,-12,1,10,-0.2
O=C(COC(=O)C1CCN(/C=C/C(=O)C(F)(F)F)CC1)Nc1ccccc1,-3,102,1.8,-2,-0.3,101,3,3,-16,0.4
O=C(Cc1ccccc1)NCc1ccncc1,0,109,1.2,-11,-0.2,102,-8,2,0,0.4
CCN(CC)S(=O)(=O)c1ccc2c(c1)nc(CCC(=O)OCC(=O)Nc1c(F)cccc1F)n2C,10,96,0.96,4,-0.2,95,15,-7,-3,-0.5
C/C(=N\S(=O)(=O)c1ccc(C)cc1)Nc1cc(C(C)C)c(O)cc1C,2,96,1.2,4,-0.3,100,-9,-3,-3,0.3
CCN(Cc1ccccc1)C(c1cc2cc(C)ccc2[nH]c1=O)c1nnnn1CCOC (stereo not drawn),12,94,0.92,6,0.0,97,2,-5,11,0.1
O=C(N/N=C/C1CC=CCC1)c1ccc(O)cc1O (stereo not drawn),8,94,1.6,7,0.2,94,47,0,-4,-0.2
CNC(=O)c1ccc(-c2sc3nc(N4CCOCC4)c4c(c3c2N)CCCC4)o1,11,100,0.31,0,1.1,93,3,1,10,-0.1
Cc1cc(C)cc(-n2ccnc2SCC(=O)Nc2ccc3c(c2)OCCO3)c1,11,99,1.2,1,-0.3,95,-3,-2,-11,2.8
Cc1ccc(NC(=S)NC(=O)c2ccc(Br)o2)c(C)c1,15,152*,2.2,-59,-0.1,90,94,-8,3,-2.1
O=C(c1ccc(Cl)cc1)c1coc2ccc(O)cc12,1,107,8.8*,-8,0.1,101,129,-6,-11,-5.4
CN=c1oc2ccc(Cl)cc2cc1C(N)=O,16,96,0.96,5,1.0,92,-9,-4,0,-0.7
COc1ccc(CN(C(=O)c2cccs2)c2nccs2)cc1OC,3,98,0.81,10,-0.3,99,8,-13,-4,1.5
COc1cc(Cl)cc(C=O)c1OCC(=O)O,16,94,0.95,5,-0.2,89,21,0,-8,-1.3
CC(C)(O)C#Cc1ccc(C(=O)NC2CCCCC2)s1,-19,123,1.9,-24,0.0,115,35,-4,10,0.5
Cc1sc(NC(=O)COc2cccc(-n3cnnn3)c2)c(C#N)c1C,22,105,0.87,-5,-0.3,83,-6,2,-12,-1.6
c1ccc(-c2nc3nc4ccccc4nc3n2Cc2ccco2)cc1,-7,121,1.2,-23,0.0,111,34,2,0,0.2
COc1ccc(CC(=O)OCC(=O)Nc2ccc(Cl)cn2)cc1,4,96,1.6,4,-0.1,101,18,-6,7,0.0
CC1CNCCN1S(=O)(=O)c1cccc2cnccc12 (stereo not drawn),-2,102,1,-3,-0.3,103,17,-4,-7,0.7
O=C(c1ccco1)N1CCN(C(=O)c2snc3ccc(Cl)cc23)CC1,10,94,1,7,-0.1,100,-6,-2,-12,1.9
COC(=O)c1cccc(NC(=O)Cc2coc3cc(OC)ccc23)c1,14,92,1.2,9,-0.4,91,15,-3,1,2.5
COc1ccc(NC(=O)Nc2nnc(CC(=O)NCc3ccccc3)s2)cc1,10,103,1.1,-3,-0.3,96,5,-2,6,2.2
CC(C)OCCCn1c(SCC(=O)N2CCc3ccccc32)nc2ccccc2c1=O,-16,101,0.63,-1,-0.5,114,26,-2,3,-0.3
Cc1cccc(C(=O)n2c(=S)nc3ccccn32)c1,-3,192*,4.4*,-100,0.4,109,122,-2,6,0.1
COc1ccc(-n2cnnc2SCC(=O)N2CCN(S(=O)(=O)c3ccccc3)CC2)cc1,5,105,1.4,-6,0.0,95,nt,0,1,-0.1
C=CCn1c(SCC(=O)c2cc(C)n(C(C)COC)c2C)nc2sc(C)c(C)c2c1=O (stereo not drawn),-2,102,0.4,-2,-0.4,105,-8,-7,-1,2.4
Cc1ccc(N(CC(=O)Nc2ccccc2-c2ccccc2)S(=O)(=O)c2ccccc2)c(C)c1,0,105,0.98,-5,-0.5,104,24,4,-11,0.1
